PP1 counter = blocks human PP1-alpha phosphatase, a PP5 counter-screen | purified PP1alpha, OMFP fluorescence | P62136 | 320,000 compounds, 0.9% hits | inhibition, % at 6.7 µM;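 active = inhibition above the mean inhibition of all tested compounds plus 3 SD, computed separately for each screening campaign, cut at about 15% in these data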
Target sequence (P62136 whole entry, looked up): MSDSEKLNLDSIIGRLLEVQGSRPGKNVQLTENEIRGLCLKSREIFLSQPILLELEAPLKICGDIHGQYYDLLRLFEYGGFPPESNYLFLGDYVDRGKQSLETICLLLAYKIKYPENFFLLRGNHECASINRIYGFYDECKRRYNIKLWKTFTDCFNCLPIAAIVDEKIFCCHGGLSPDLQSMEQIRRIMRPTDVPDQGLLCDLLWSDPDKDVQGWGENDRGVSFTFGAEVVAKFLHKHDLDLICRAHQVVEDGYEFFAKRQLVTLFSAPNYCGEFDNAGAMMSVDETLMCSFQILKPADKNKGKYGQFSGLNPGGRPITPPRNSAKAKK
ZTA counter = counter-screen for EBNA-1 inhibitors: inhibitors of Epstein-Barr virus ZTA; P03206; ZTA-DNA binding, fluorescence polarization; inhibition, % at 11 µM; 320,000 compounds, 0.15% hits; in the data active = inhibition above about 33%
Target sequence (P03206 whole entry, looked up): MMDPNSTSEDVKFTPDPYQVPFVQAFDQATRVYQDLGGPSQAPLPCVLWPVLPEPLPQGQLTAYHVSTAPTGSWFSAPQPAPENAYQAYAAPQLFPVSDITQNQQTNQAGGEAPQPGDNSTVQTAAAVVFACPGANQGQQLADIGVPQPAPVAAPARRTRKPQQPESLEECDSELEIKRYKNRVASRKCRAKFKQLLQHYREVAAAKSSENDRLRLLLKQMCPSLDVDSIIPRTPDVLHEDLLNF
PREPL inh = inhibitors of human prolyl oligopeptidase-like enzyme PREPL; Q4J6C6; recombinant PREPL, fluorescence polarization activity-based probe; inhibition, % at 5.96 µM; 320,000 compounds, 0.68% hits; in the data active = inhibition above about 43%;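 also: 0% = enzyme with DMSO and 100% = wells lacking enzyme; many of its hits are not listed in these tables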
HCV core dimer = blocks dimerization of HCV core protein | inhibition, % at 5 µM | TR-FRET GST/Flag-core106 dimerization, 1536-well | 300,000 compounds, 0.33% hits;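 active = inhibition above the mean of all tested compounds plus 3 SD, set per screening campaign, cut at about 45% in these data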
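Assay system: tagged HCV core106 pair (GST and Flag); medium: KF-containing HEPES buffer, pH 7.45, DTT, CHAPS, BSA; also added: Eu donor and XL665 acceptor anti-tag antibodies; dosing: 5 µM single dose; timing: compound-protein-antibody incubation 4 h at 22.5 °C; signal: TR-FRET 671 and 617 nm emission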
Fh CTSL1 inh = cathepsin L1 inhibition, PFM18AAP counter-screen | inhibition, % at 5.96 µM | 300,000 compounds, 0.49% hits | recombinant F. hepatica cathepsin L1, Z-Leu-Arg-MCA fluorescence | AID 1906;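 active = inhibition above the mean of all tested compounds plus 3 SD, set per screening campaign, cut at about 17% in these data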;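 also: 0% = plate median of test compound wells and 100% = 1 µM Z-Phe-Ala-diazomethylketone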
TPT1 inh = blocks Candida albicans tRNA 2'-phosphotransferase; inhibition, % at 5 µM; 300,000 compounds, 0.81% hits; recombinant caTPT1, FP RNA substrate dephosphorylation;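 active = inhibition above the mean of all tested compounds plus 3 SD, set per screening campaign, cut at about 24% in these data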;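 also: plate controls were DMSO alone for no effect and ferristatin control at 100 nM for full effect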
Efflux pump mplx = antifungal efflux pump inhibition, Nile Red retention. S. cerevisiae Candida pump triplex. inhibition, % at 10 µM. 330,000 compounds, 0.44% hits. AID 485275;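 active = plate passing quality check with inhibition over a set limit, or well fluorescence over plate mean plus 4 SD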;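 also: Nile Red retained in pooled yeast measured as flow cytometry median fluorescence; 0% = buffer negative control and 100% = Enniatin B positive control; higher means more Nile Red kept so more efflux inhibition; some compounds called inactive have numbers as strong as hits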
PP5 primary = blocks human protein phosphatase 5 activity. P53041. purified PP5c, OMFP substrate fluorescence. inhibition, % at 6.7 µM. 320,000 compounds, 0.18% hits. AID 1987;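 active = inhibition above the campaign's mean inhibition across all tested compounds plus 3 SD, cut at about 9.5% in these data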;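 also: 0% = DMSO only and 100% = 100 µM cantharidin control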
Target sequence (P53041 whole entry, looked up): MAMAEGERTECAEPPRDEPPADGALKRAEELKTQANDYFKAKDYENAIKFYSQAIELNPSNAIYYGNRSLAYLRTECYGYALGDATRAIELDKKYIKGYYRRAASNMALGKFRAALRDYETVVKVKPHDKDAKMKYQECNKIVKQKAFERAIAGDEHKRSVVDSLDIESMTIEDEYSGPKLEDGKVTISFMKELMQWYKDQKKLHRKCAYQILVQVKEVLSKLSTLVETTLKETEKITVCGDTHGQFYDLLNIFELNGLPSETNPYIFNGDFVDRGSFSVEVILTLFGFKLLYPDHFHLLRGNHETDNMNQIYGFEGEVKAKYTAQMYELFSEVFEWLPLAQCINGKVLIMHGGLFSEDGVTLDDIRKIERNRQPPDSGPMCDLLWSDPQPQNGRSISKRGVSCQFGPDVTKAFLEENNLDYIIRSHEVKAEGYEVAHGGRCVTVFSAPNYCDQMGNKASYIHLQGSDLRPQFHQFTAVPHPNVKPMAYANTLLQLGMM
EBNA-1 inh = blocks EBNA-1 binding to DNA. EBNA-1 DNA binding, fluorescence polarization. inhibition, % at 14.8 µM. 300,000 compounds, 0.34% hits; in the data active = inhibition above about 28%
* marks the source's active call; other numbers are inactive results; nt = no result given. These rows are one share of the data; rates above refer to the full screens.

SMILES	PP1 counter	ZTA counter	PREPL inh	HCV core dimer	Fh CTSL1 inh	TPT1 inh	Efflux pump mplx	PP5 primary	EBNA-1 inh
O=C(NCC1CCCO1)c1ccccc1-c1nc(-c2ccccc2)no1 (stereo not given)	0	1	12	2	-2	-10	0.0	4.3	-6
Cc1ccc2c(c1)C(c1ccncc1)=NNC(c1ccccc1)=N2	3	8	-6	-4	-3	0	0.1	0.1	7
COCCNc1nc(C)cc(-c2cc(C(=O)NC3CCCC3)on2)n1	5	-24	3	-6	-2	-1	-0.2	-4.0	-8
Cc1cc(N2CCCC2)ccc1/C=C1\NC(=S)N(C)C1=O	-1	-9	25	-39	1	164*	-0.1	1.5	-7
CN(CC(=O)NC1CC(C)(C)NC(C)(C)C1)S(=O)(=O)c1cc(Cl)ccc1Cl	-3	11	2	-2	3	0	0.0	0.5	11
O=C(CCN1C(=O)/C(=C\c2ccccc2F)SC1=S)N1CCCCC1	-2	17	17	13	0	-2	0.0	1.6	14
N#Cc1c(Nc2ccccc2C(F)(F)F)s[nH]c1=O	2	-8	1	-1	0	2	0.3	3.9	1
C/C(=C\C(=O)Nc1nccs1)c1ccccc1	3	-12	-29	0	1	-1	-0.8	5.2	6
Cc1nn(CCC(N)=O)c2nc(-c3cccs3)cc(C(F)(F)F)c12	3	-1	7	-8	1	-2	-0.3	1.2	9
CC(=O)Nc1sc(N/N=C\c2ccccc2)nc1-c1cccs1	2	-12	1	-5	3	10	0.0	-0.1	2
CC(NCc1ccc(OCC(N)=O)cc1)C12CC3CC(CC(C3)C1)C2 (stereo not given)	-3	-8	-28	8	-1	1	0.0	0.5	1
COc1ccc(-n2c(=S)[nH]c3cc(C(=O)NCCCN4CCOCC4)ccc3c2=O)c(OC)c1	-2	-5	-10	-5	-3	2	0.0	2.0	-4
CCc1ccc(C(=O)NNC(=O)Cn2c(=O)cnc3ccccc32)cc1	0	-4	6	nt	nt	nt	-0.3	-0.9	nt
COC(=O)C1=C(C)N(Cc2ccc(C)cc2)C(=O)C1	1	11	2	-3	0	-2	-1.1	-1.6	4
CCCSc1nnc(Nc2ccccc2C)s1	0	-4	-8	0	0	-2	0.0	0.1	2
CCN(C(=O)COC(=O)c1c(NC(C)=O)sc(C)c1C)C1CCS(=O)(=O)C1 (stereo not given)	3	-11	6	-14	-4	-1	-0.1	2.3	3
O=C(NCCCn1ccnc1)c1nc(Cn2ccc([N+](=O)[O-])n2)no1	2	-14	-2	-6	-1	1	-0.1	0.7	2
Cc1cc(C)n(C(=O)CN2C(=O)COc3ccccc32)n1	-8	2	1	4	-3	1	-0.1	-0.8	-6
COc1ccc(C)cc1-n1nnnc1SCc1cn2ccsc2n1	-3	-7	-16	-3	-1	-1	-0.1	4.4	5
COc1cc(/C=N/N2C(=O)CSC2=S)ccc1O	8	-2	-34	-14	11	28*	0.1	-2.6	-2
CCC(=O)Nc1nnc(S(=O)(=O)N(CC(C)C)c2ccccc2)s1	2	-3	-13	4	-2	0	-0.1	2.0	4
C=CCn1c(CCNC(=O)c2ccco2)nc2ccccc21	-1	3	-1	-6	1	-5	0.0	2.2	4
Cc1ccc(C(=O)NCCNc2nc3cc(C)c(C)cc3cc2C)cc1	-1	14	-4	-6	0	2	0.3	3.9	1
O=C(NC(NC(=S)Nc1ccccc1)C(Cl)(Cl)Cl)c1cccc(Cl)c1 (stereo not given)	5	-8	2	7	9	1	0.0	3.3	3
COc1cccc(OCCOc2c(OC)cccc2OC)c1	-1	14	-7	8	-1	1	0.1	2.3	3

Next entries follow:
SMILES	PP1 counter	ZTA counter	PREPL inh	HCV core dimer	Fh CTSL1 inh	TPT1 inh	Efflux pump mplx	PP5 primary	EBNA-1 inh
COc1ccc(NC(=O)N/C=C/c2ccccc2)cc1	-1	-8	8	-2	0	0	-0.1	0.3	0
CC1=C(C(N)=O)C(c2ccncc2)n2nc(-c3ccccc3Cl)nc2N1 (stereo not given)	-1	2	8	-6	-1	-3	-0.1	1.4	1
CCNC(=O)c1ccc(NC(=O)CC2SC(N3CCCC3)=NC2=O)cc1 (stereo not given)	-7	-14	3	0	2	0	0.0	-1.7	-7
CCN(C(=O)Cn1c(=O)oc2cc(S(=O)(=O)N3CCCC3)ccc21)c1ccc(OC)cc1	0	-8	9	4	0	0	0.4	1.8	-1
Cc1[nH]n(-c2ccccc2)c(=O)c1C=Nc1cccc(F)c1	3	7	7	2	5	1	0.2	0.0	-10
O=C(CCNC(=O)c1ccccc1Cl)N/N=C\c1ccc(O)cc1	-3	-1	-1	0	-1	0	0.0	-3.3	3
Cc1nc2cc(NCc3nc4ccccc4n3Cc3ccccc3)ccc2n1C	-1	-5	21	-9	-5	0	-0.1	-2.7	0
O=[N+]([O-])c1ccc(N/N=C/c2ccccc2)cc1	-1	-5	32	-11	5	28*	0.0	6.2	2
COc1ccc(C(C(=O)NC2CCCC2)N(CCCO)C(=O)Cn2nnc(-c3ccc(C)o3)n2)cc1 (stereo not given)	1	-11	8	-3	-2	-2	0.3	2.4	-26
Cc1cccc(C(=O)Nc2ccccc2C(=O)OCC(=O)Nc2ccc(C#N)cc2)c1	-1	1	-23	10	-1	2	-0.3	2.8	10
CC(C)Cc1cc(C(=O)Nc2sc3c(c2C#N)CCC3)no1	5	14	-2	-1	0	2	0.1	2.4	8
CC1CN(C(=S)SCC(=O)c2ccc(Cl)cc2)CC(C)O1 (stereo not given)	4	1	21	5	0	0	0.3	0.2	11
COc1cc(OC)cc(C(=O)NCC(=O)NC(C)c2ccccc2)c1 (stereo not given)	3	-14	-3	-10	-1	7	0.7	0.9	-4
CCCc1sc(N/N=C/c2ccccn2)nc1-c1ccc(Br)cc1	0	-15	1	1	-5	-1	-0.1	1.6	-4
COc1ccc(Cn2nnnc2C(c2cccs2)N2CCOCC2)cc1 (stereo not given)	0	2	7	-3	-2	-3	-0.2	-0.9	3
CCOc1ccccc1N1CCN(CC(=O)N(C2CCCC2)C2CCS(=O)(=O)C2)CC1 (stereo not given)	-5	6	12	nt	nt	nt	0.0	0.6	nt
CCN1CCCC1Cn1cnc2c([nH]c3ccc(C)cc32)c1=O (stereo not given)	-1	7	8	1	1	-2	0.1	-0.7	0
O=C(COc1ccccc1)NCc1nnc2c3ccccc3c(-c3ccccc3)nn12	0	0	-21	6	1	0	0.2	0.6	-8
COc1cccc(-c2csc(N3CCN(C(=S)Nc4cccc(C)c4)CC3)n2)c1	0	-2	17	18	-2	7	0.3	-0.8	-6
CC(C)C(c1nnnn1CC1CCCO1)N1CCN(C2CCCC2)CC1 (stereo not given)	-4	4	3	0	3	1	0.0	-0.7	8
N/C(=N\OC(=O)COc1ccccc1)c1ccncc1	-3	-2	3	0	-14	-4	0.0	0.5	0
CCN(CC)c1ccc(C(=O)NNC(=O)c2ccc3c(=O)n4c(nc3c2)CCC4)cc1	2	6	3	nt	nt	nt	-0.3	-1.5	nt
COC(=O)c1cc(S(=O)(=O)NCCc2ccc(SC)cc2)c[nH]1	-1	-4	-15	-2	-3	-4	-0.1	0.2	-16
O=C(NNC(=O)c1cc2cc3ccccc3nc2s1)c1cccc(C(F)(F)F)c1	13	3	-11	41	2	-1	0.5	3.5	-10
N=c1oc2ccc3ccccc3c2cc1-c1nnc2n1CCCCC2	1	-4	14	3	4	-2	-0.1	2.2	-8

Random excerpt: six entries already listed, in no set order.
SMILES	PP1 counter	ZTA counter	PREPL inh	HCV core dimer	Fh CTSL1 inh	TPT1 inh	Efflux pump mplx	PP5 primary	EBNA-1 inh
COc1cccc(-c2csc(N3CCN(C(=S)Nc4cccc(C)c4)CC3)n2)c1	0	-2	17	18	-2	7	0.3	-0.8	-6
CCNC(=O)c1ccc(NC(=O)CC2SC(N3CCCC3)=NC2=O)cc1 (stereo not given)	-7	-14	3	0	2	0	0.0	-1.7	-7
COc1ccc(NC(=O)N/C=C/c2ccccc2)cc1	-1	-8	8	-2	0	0	-0.1	0.3	0
CCN(C(=O)Cn1c(=O)oc2cc(S(=O)(=O)N3CCCC3)ccc21)c1ccc(OC)cc1	0	-8	9	4	0	0	0.4	1.8	-1
N/C(=N\OC(=O)COc1ccccc1)c1ccncc1	-3	-2	3	0	-14	-4	0.0	0.5	0
O=[N+]([O-])c1ccc(N/N=C/c2ccccc2)cc1	-1	-5	32	-11	5	28*	0.0	6.2	2

The results go on:
SMILES	PP1 counter	ZTA counter	PREPL inh	HCV core dimer	Fh CTSL1 inh	TPT1 inh	Efflux pump mplx	PP5 primary	EBNA-1 inh
CS(=O)(=O)N(CC(=O)N1CCN(c2ccccc2)CC1)c1cccc(Br)c1	-2	13	-3	4	5	-2	-0.2	1.9	8
O=[N+]([O-])c1ccc(CNc2cccc(F)c2)s1	-4	21	20	3	0	1	0.0	0.8	6
Cc1cc(C)nc(-n2nc(C)cc2NC(=O)CN2CCc3ccccc3C2)n1	5	-1	8	1	1	0	0.0	0.6	5
CCn1ccnc1CN1CCCC(CO)(Cc2cccc(OC)c2)C1 (stereo not given)	1	-20	17	-16	-2	-6	0.1	0.4	-2
Cc1cc(Nc2cccc(Cl)n2)n(-c2ccccc2)n1	0	6	4	-1	2	-2	0.0	1.8	9
Cc1cccc(OCC(=O)NCC(=O)N/N=C/c2c(C)[nH]c3ccccc23)c1	-10	-13	-3	6	-3	0	0.2	4.3	-4
COc1ccc(-c2ccc(CCC(=O)O)n2CC(=O)Nc2cccc(OC)c2)cc1	-2	13	1	1	-3	1	-0.1	-2.0	13
COCCOC1CCN(C(=O)c2cc(COc3ccc(F)cc3F)on2)CC1	-4	-7	17	-25	-1	0	-0.2	6.2	-1
Cc1ccc(N2CC(c3nc4ccccc4n3C)CC2=O)cc1C (stereo not given)	-1	-6	9	0	-3	-3	0.0	2.0	-1
COc1ccc(OC)c(Nc2cc(C)nc3ccccc23)c1	1	1	20	4	-2	2	0.5	2.0	-8
CC(NC(=O)CCc1ccccc1)c1cc2c(cc1Cl)OCCO2 (stereo not given)	3	3	-5	3	-3	-3	-0.2	1.6	-9
O=C(Nc1ccc(F)c(Cl)c1)C1CC(=O)N(Cc2ccccc2)C1 (stereo not given)	1	3	22	-2	1	-3	-0.4	1.4	6
CCOc1ccc(OCC)c(NS(=O)(=O)c2cccc3nsnc23)c1	9	-2	6	5	0	-2	0.7	5.3	-5
S=C(Nc1ccc(Cl)cc1Cl)NC1CCCCC1	2	0	3	1	0	0	-0.3	4.1	9
CC(=O)Nc1ccccc1OCC(=O)c1ccc2c(c1)OCO2	10	16	3	2	2	2	-0.1	-1.7	11
COCCNCc1nc2sc(C)c(-c3ccccc3)c2c(=O)[nH]1	0	6	17	-1	5	4	-0.1	-0.5	-3
CCNC(=O)CSc1nnc(-c2ccccc2)n1-c1ccc(OCC)cc1	-2	-7	9	1	-1	-1	-0.2	0.6	-2
O=C(O)c1cc(=O)[nH]c2ccc(S(=O)(=O)Nc3ccc(F)cc3)cc12	3	8	3	-15	-5	2	0.5	-5.0	-4
COC(=O)c1ccc(Cn2cnc3ccccc3c2=O)cc1	0	-1	3	1	0	-2	-0.1	7.3	3
Cc1ccc(S(=O)(=O)CC(=O)Nc2ccc(S(=O)(=O)Nc3onc(C)c3C)cc2)cc1	-5	1	10	0	3	1	0.1	0.4	6
CCN1CCN(S(=O)(=O)c2ccc(OC)c(NC(=O)c3ccccc3)c2)CC1	-2	-7	0	3	0	-1	0.0	-1.4	3
CCCCSc1nc(O)c(C2OC(=O)c3c2ccc(OC)c3OC)c(=O)n1-c1ccccc1 (stereo not given)	2	23	3	12	3	1	0.1	1.6	3
Cc1cc(C)cc(NC(=O)COC(=O)c2ccc3c(c2)OCCO3)c1	7	-24	10	nt	nt	nt	-0.1	3.3	nt
Cc1ccc(Nc2cc(=O)[nH]c(=O)[nH]2)cc1Cl	-4	-2	3	1	-1	3	0.1	-2.0	-7
COC(=O)C1=C(C)NC(=O)/C1=C\c1cc(C)n(-c2ccccc2C)c1C	-4	14	3	13	5	-9	0.1	1.6	3

Compound activity deposited in PubChem BioAssay by several laboratories.
